# DT40 TDP1 no CPT = qHTS for Inhibitors of human tyrosyl-DNA phosphodiesterase 1 (TDP1): qHTS in cells in absence of CPT. DT40 Tdp1-/- hTDP1 cells, no CPT, ATP luminescence, 48 h. Potency, µM (titrated, usually from 46.2 µM), without a hit: at the top dose activity change, negative = growth inhibition, usual class: inhibitors. 420,000 tested, 15% active; also: nearly all actives have a fitted effect of over 55% in size
#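 Readout: luminescence from CellTiter-Glo after 30 min in the dark at RT. Cells: DT40 Tdp1-/- with stable hTDP1, 400/well. Exposure: compounds alone, ≥48 hr, 37 °C.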
# TDP1 inh = inhibitors of human tyrosyl-DNA phosphodiesterase TDP1; recombinant TDP1, AlphaScreen DNA substrate cleavage; Potency, µM (doses to about 130 µM), inactives show top-dose activity change, negative = inhibition, usual class: inhibitors; 350,000 tested, 0.28% active; AID 485290; also: nearly all actives have a fitted effect of over 40% in size
# Target sequence (Q9NUW8 whole entry, looked up): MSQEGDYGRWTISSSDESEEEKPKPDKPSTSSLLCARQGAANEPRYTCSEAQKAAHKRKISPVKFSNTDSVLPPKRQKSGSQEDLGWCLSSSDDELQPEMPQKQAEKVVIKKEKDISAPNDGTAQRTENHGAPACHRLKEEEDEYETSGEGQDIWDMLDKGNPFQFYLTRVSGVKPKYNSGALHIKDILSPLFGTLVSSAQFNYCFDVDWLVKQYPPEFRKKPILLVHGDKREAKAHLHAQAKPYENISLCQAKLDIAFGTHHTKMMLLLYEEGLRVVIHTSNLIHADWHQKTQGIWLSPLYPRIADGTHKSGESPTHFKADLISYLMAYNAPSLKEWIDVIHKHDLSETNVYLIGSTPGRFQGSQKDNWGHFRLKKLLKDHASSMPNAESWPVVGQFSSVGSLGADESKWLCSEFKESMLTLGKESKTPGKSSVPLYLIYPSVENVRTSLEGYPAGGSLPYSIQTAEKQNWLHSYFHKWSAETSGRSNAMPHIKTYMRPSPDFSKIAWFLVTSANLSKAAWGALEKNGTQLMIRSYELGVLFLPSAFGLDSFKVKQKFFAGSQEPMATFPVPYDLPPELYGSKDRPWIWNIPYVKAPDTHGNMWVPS
#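 Compounds were preincubated with Tdp1 (1 nM final) for 15 min at room temperature before substrate (15 nM final) started a 5 min reaction; beads (10 ug/ml final) were then added for 10 min before AlphaScreen detection.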
# N370S GC = inhibitors or activators of N370S glucocerebrosidase for Gaucher disease. P04062. N370S GC spleen homogenate, 4MU-glucoside fluorescence. Potency, µM (series often up to 59.4 µM), inactives show at the top dose activity change, negative = inhibition, most hits filed as inhibitors. 330,000 tested, 0.092% active. AID 2101;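 also: 0% = full enzyme activity and -100% = no enzyme basal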
# Starred values were filed as active, the others as inactive; ? = inconclusive; . = not tested or not shown; & = joins results of further samples; [ ] = dose if it differs, or a comment. Calls follow the shape of the dose curve; as a rule, active = well fitted curve in the direction sought with a large enough effect; inconclusive = small, poorly fitted or top-dose-only effect, or another doubt; inactive = no such curve, though single readings can be large; an effect the other way counts as inactive or inconclusive. Unless noted, % is scaled to controls: 0 for no effect and ±100 for the full control effect; potency is read from the fitted curve at half-maximal effect.
SMILES,DT40 TDP1 no CPT,TDP1 inh,N370S GC
Cc1cccc(C)c1-n1cccc1/C=C1\SC(=S)N(c2cccc(C(=O)O)c2)C1=O,-19.1%,-2.7%,1.7%
Cc1ccc(C(=O)Nc2ccc(N3CCOCC3)nc2N2CCOCC2)cc1,?,3.8%,1.7%
CCOc1c(Cl)cc(CNc2nnnn2C)cc1OC,1.5%,0.5%,-1.1%
CCOC(=O)c1c(-c2ccccc2)csc1NC(=O)c1ccc(S(=O)(=O)N2CC(C)OC(C)C2)cc1 (stereo not drawn),?,1.0%,8.5%
CC1(C)CC(=O)C(C(c2ccccc2F)C2C(=O)CC(C)(C)CC2=O)C(=O)C1,8.6%,-6.4%,1.1%
COc1ccccc1Nc1nnc(SCC(=O)NC(=O)Nc2ccc3c(c2)OCCO3)s1,?,-2.3%,12.9%
N#C/C(=C/c1ccccc1[N+](=O)[O-])c1nnc2n1CCCCC2,-2.2%,2.7%,-0.1%
CCN(CC)CCC(c1ccc(N(C)C)cc1)c1c(OC)cc(OC)c2c1OC(=O)CC2c1ccc(OC)cc1 (stereo not drawn),.,23.8%,-26.9%
COc1ccc(S(=O)(=O)N2CCOCC2)cc1NC(=O)CCCOc1ccccc1,-23.2%,0.4%,.
COc1ccc(NC(=O)CSc2nnc(-c3cnccn3)n2C)cc1OC,13.1%,14.2%,-16.5%
Clc1ccccc1C1CC(c2ccccc2)Nc2ncnn21 (stereo not drawn),?,0.0%,-19.8%
CCS(=O)(=O)c1nc(S(=O)(=O)c2ccc(Cl)cc2)c(N2CCC3(CC2)OCCO3)s1,-21.1%,0.7%,-9.0%
COc1ccc(C(=O)NC(C)c2nnc(SCC(=O)NC3=NCCS3)n2C)cc1 (stereo not drawn),-17.8%,.,0.5%
CC[C@@]1([C@@H]2O[C@@H]([C@H]3O[C@@](O)(CO)[C@H](C)C[C@@H]3C)C[C@@H]2C)CC[C@H]([C@]2(C)CC[C@]3(C[C@H](O)[C@@H](C)[C@@H]([C@@H](C)[C@@H](OC)C(C)C(=O)O)O3)O2)O1 (stereo partly drawn),.,6.1%,7.2%
COc1ccc(S(=O)(=O)Nc2ccccn2)cc1,3.9%,.,1.2%
CCn1c(C)c(C)c2cc(C(=O)NCCCN3CCN(C)CC3)ccc21,0.0%,3.4%,-1.0%
O=C(NCCC1CCCCN1S(=O)(=O)c1cccs1)C(=O)Nc1ccc(F)cc1 (stereo not drawn),?,2.2%,-1.1%
COc1ccc(NC(=O)CN(C)CC(=O)c2c(C)[nH]c3ccccc23)cc1,?,0.5%,.
CC(C)(C)C(=O)Nc1ccc(C(=O)COC(=O)C2CC2)cc1,-25.9%,-8.6%,0.4%
CCc1cc2c(=O)n(Cc3ccccc3)c(SC3CCOC3=O)nc2s1 (stereo not drawn),?,2.7%,18.7%
COC(=O)c1cn(CC(=O)NC2CCCCC2)c2ccccc12,1.0%,6.2%,-9.0%
CN(C)S(=O)(=O)c1cccc(NC(=O)CSc2nncn2-c2ccccc2)c1,?,2.6%,1.1%
CCN(CC)S(=O)(=O)c1cccc(NC(=O)COC(=O)/C=C/c2cccs2)c1,?,4.8%,?
CCCc1nc(SC)[nH]c(=O)c1C,-7.1%,-5.5%,4.1%
CC1CCCC(C)N1C(=O)COC(=O)CCC1CCCC1 (stereo not drawn),-17.8%,.,1.2%
COc1cc([C@@H]2CC=C(C(=O)O)[C@H](c3ccc(C)cc3)N2S(=O)(=O)c2ccc(C)cc2)cc(OC)c1OC,-10.8%,1.6%,.
Cc1occc1-c1nnc(SCC(=O)Nc2nccs2)n1CCc1ccccc1,18.4µM*,4.7%,0.0%
Cc1cccc(N2CCN(C(=O)Cn3c(=O)c4cccn4c4ccc(F)cc43)CC2)c1C,10.3µM*,0.0%,.
COc1ccccc1CNC(=O)c1ccc2nc(-c3ccccc3)c(-c3ccccc3)nc2c1,18.4µM*,2.6%,.
COc1ccc(C(=O)C(C)OC(=O)CNC(=O)C2CCCCC2)cc1 (stereo not drawn),?,0.2%&-0.7%,.
COc1ccc(/C=C(/NC(=O)c2ccccc2OC)C(=O)Nc2ccc(C(=O)O)cc2)cc1,-5.7%,5.5%,?
CCCCNC(=O)c1c(N)n(/N=C/c2ccccn2)c2nc3ccccc3nc12,.,-6.0%,2.5%
Cc1ccc(NC(=O)Cn2cc(S(=O)(=O)c3ccc(F)cc3)c(=O)c3cc4c(cc32)OCO4)cc1,-4.6%,1.3%,.
COc1cccc(CN(C)C(=O)c2cc(-c3ccc(F)cc3)nc3ccccc23)c1,20.6µM*,-6.0%,?
CON(C)c1nc(Oc2ccc(=O)[nH]n2)nc(N(C)C)n1,-1.8%,9.1%,-1.3%
CCOC(=O)COc1ccc(Oc2nc(C)cc(OC)n2)nn1,1.5%,2.0%,-22.5%
CCNC(=O)CN(c1ccc(OC)c(OC)c1)S(=O)(=O)c1ccccc1,-1.5%,2.3%,2.5%
Cc1ccccc1NC(=O)CN1C(=O)N/C(=C\c2ccc(N3CCOCC3)c(F)c2)C1=O,2.5%,-5.1%,-8.9%
COc1ccc(NC(=O)Cc2nnc(SCC(=O)NC3=NCCS3)n2C)cc1,?,0.5%,-2.2%
CCN(CC)S(=O)(=O)c1ccc(NS(=O)(=O)c2ccc3oc(=O)[nH]c3c2)cc1,-3.3%,.,-16.2%
CC(=O)C1C(c2ccncc2)NC(=O)NC1(O)C(F)(F)F (stereo not drawn),-7.4%,2.7%,2.1%
CCCCC/C=C\C/C=C\C/C=C\CCCCCCC(=O)NC(C)C(=O)O (stereo not drawn),.,8.1%,4.0%
O=C(NC1CCCCC1)C(c1ccc(F)cc1)N(Cc1ccco1)C(=O)Cn1nnc2ccccc21 (stereo not drawn),-15.6%,4.2%,10.3%
Cc1c(NC(=O)C(C)OC(=O)COc2ccccc2)c(=O)n(-c2ccccc2)n1C (stereo not drawn),-14.2%,1.6%,-11.8%
Cc1cc(=O)oc2cc(OCC(=O)OCC(=O)Nc3ccccc3C(C)C)ccc12,-2.5%,2.7%,16.5%
Cc1ccccc1-n1c(SCc2ccccn2)nc2n[nH]c(C)c2c1=N,16.4µM*,9.1%,-4.2%
CCN(CC)S(=O)(=O)c1ccc(=O)n(CC(=O)N2Cc3ccccc3CC2C(N)=O)c1 (stereo not drawn),7.1%,-5.1%,-3.9%
COc1cccc(Oc2cncnc2-c2ccc(OC)cc2O)c1,-19.9%,3.8%,-18.8%
Nc1cccnc1Sc1ccc([N+](=O)[O-])cn1,-0.5%,7.9%,-2.2%
COc1cc(CN2CCCCC2)ccc1OCc1ccccc1,-16.3%,5.2%,-21.2%
NC(=O)c1nsc(C(=O)N(c2ccccc2)C(C(=O)NC2CCCC2)c2ccc3ncccc3c2)c1N (stereo not drawn),?,2.1%,-6.4%
Cc1csc2nc(NC(=O)c3ccccc3)sc(=O)c12,-17.0%,2.6%,10.3%
COC(=O)c1ccc(COc2c(F)c(F)cc(F)c2F)o1,18.6%,.,4.3%
CCC1S/C(=N/C(=O)NC2CCCCC2)NC1=O (stereo not drawn),9.9%,4.4%,5.8%
COC(=O)c1ccc(NC(=O)C(=O)NCC(c2cccnc2)N2CCc3ccccc32)cc1 (stereo not drawn),16.4µM*,1.3%,.
O=Cc1cc2ccccc2nc1SCCCF,4.61µM*,2.9%,8.9%
Cc1cc2cc(C)c(SCC(=O)NCc3ccco3)nc2cc1C,-20.0%,1.2%,3.4%
COC(=O)c1ccccc1OCC(=O)NC1CCCCC1,-13.8%,3.3%,?
COC(=O)c1ccc(NC(=O)CCS(=O)(=O)c2ccc3c(c2)NC(=O)C(C)S3)cc1 (stereo not drawn),?,-0.5%,?
CNS(=O)(=O)c1cn(CC(=O)N2CCN(c3ccc(OC)cc3)CC2)cc1S(=O)(=O)NC,?,5.6%,.

# Part of the list above, with each value named.
NC(=O)c1nsc(C(=O)N(c2ccccc2)C(C(=O)NC2CCCC2)c2ccc3ncccc3c2)c1N (stereo not drawn)
  DT40 TDP1 no CPT: ? | TDP1 inh: 2.1% | N370S GC: -6.4%

Cc1csc2nc(NC(=O)c3ccccc3)sc(=O)c12
  DT40 TDP1 no CPT: -17.0% | TDP1 inh: 2.6% | N370S GC: 10.3%

# Next section.
SMILES,DT40 TDP1 no CPT,TDP1 inh,N370S GC
COc1cc(C(=O)Nc2cccc(-c3cn4cccnc4n3)c2)cc(OC)c1OC,-28.7%,5.8%,25.4%
CSCC[C@H](NC(=O)c1cccc([N+](=O)[O-])c1C)c1nc2ccccc2[nH]1,?,3.4%,8.7%
COc1ccc(CCNC(=O)c2ccc(Cn3c(SCC(=O)NCCC(C)C)nc4cc5c(cc4c3=O)OCO5)cc2)cc1OC,-17.1%,-6.4%,.
CCNc1ncc2nc(-c3ccc(F)cc3)c(=O)n(CCOC)c2n1,-2.8%,.,4.9%
CN1C(=O)/C(=C2\SC(=S)N(CCCCCC(=O)O)C2=O)c2ccccc21,-26.3%,.,-10.5%
Cc1cccc(NC(=O)CCNC(=O)c2ccc(Br)cc2)c1,-12.0%,8.3%,2.0%
CCCNC(=O)COc1ccc2c(=O)c(Oc3ccccc3F)coc2c1,?,0.0%,13.9%
Cc1ccc(S(=O)(=O)c2cc3c(=O)n4ccccc4nc3n(CC3CCCO3)c2=N)cc1C (stereo not drawn),?,0.0%,1.3%
CSCCC(NC(=O)C1CCC(C)CC1)C(=O)N1CCN(c2ccccn2)CC1 (stereo not drawn),?,3.2%,5.8%
O=C(O)C1C2CCC(O2)C1C(=O)NCc1ccc(Cl)cc1 (stereo not drawn),-5.6%,0.0%,-8.6%
CCC(C)NC(=O)Cn1c(=O)n(Cc2ccc(C(=O)NCc3ccc(C)cc3)cc2)c(=O)c2ccccc21 (stereo not drawn),23.1µM*,-2.1%[12.3 µM],.
CCOC(=O)Cn1c(=O)c(-c2ccccc2NC)nc2ccccc21,?,8.0%,1.7%
Cn1c(=O)cc(N)n(-c2ccccc2)c1=O,10.5%,.,0.3%
CC1CCCN(C(=O)CCCC(=O)N2CCCC(C)C2)C1 (stereo not drawn),1.4%,1.5%,2.5%
COc1cnc(-c2ccccc2)nc1Oc1ccc(C(C)(C)C)cc1,-24.7%,4.9%,-3.3%
CCCCCCC(=O)Nc1nc(C)c(-c2csc(Nc3cccc(OC)c3)n2)s1,16.4µM*,1.0%,0.8%
O=C(c1cccc(Cl)c1)N1CCC(C(=O)N2CCN(Cc3ccccc3)CC2)CC1,?,4.6%[56.1 µM],-6.2%
Cc1ccc(NC(=O)c2cnn(-c3ccccc3)c2C)cc1,?,.,-6.4%
COc1ccccc1CNC(=O)c1cnc2ccccn2c1=O,-10.4%,-1.1%,15.3%
Cc1ccc(N2C(=O)c3ccccc3NC2(C(=O)O)c2ccccc2)cc1Cl (stereo not drawn),9.5%,.,-2.6%

# In the list so far, these contain a COOH group.
SMILES,DT40 TDP1 no CPT,TDP1 inh,N370S GC
Cc1cccc(C)c1-n1cccc1/C=C1\SC(=S)N(c2cccc(C(=O)O)c2)C1=O,-19.1%,-2.7%,1.7%
CC[C@@]1([C@@H]2O[C@@H]([C@H]3O[C@@](O)(CO)[C@H](C)C[C@@H]3C)C[C@@H]2C)CC[C@H]([C@]2(C)CC[C@]3(C[C@H](O)[C@@H](C)[C@@H]([C@@H](C)[C@@H](OC)C(C)C(=O)O)O3)O2)O1 (stereo partly drawn),.,6.1%,7.2%
COc1cc([C@@H]2CC=C(C(=O)O)[C@H](c3ccc(C)cc3)N2S(=O)(=O)c2ccc(C)cc2)cc(OC)c1OC,-10.8%,1.6%,.
COc1ccc(/C=C(/NC(=O)c2ccccc2OC)C(=O)Nc2ccc(C(=O)O)cc2)cc1,-5.7%,5.5%,?
CCCCC/C=C\C/C=C\C/C=C\CCCCCCC(=O)NC(C)C(=O)O (stereo not drawn),.,8.1%,4.0%
CN1C(=O)/C(=C2\SC(=S)N(CCCCCC(=O)O)C2=O)c2ccccc21,-26.3%,.,-10.5%
O=C(O)C1C2CCC(O2)C1C(=O)NCc1ccc(Cl)cc1 (stereo not drawn),-5.6%,0.0%,-8.6%
Cc1ccc(N2C(=O)c3ccccc3NC2(C(=O)O)c2ccccc2)cc1Cl (stereo not drawn),9.5%,.,-2.6%

# Other structures:
SMILES,DT40 TDP1 no CPT,TDP1 inh,N370S GC
Cc1csc(N(C(=O)c2cccc(S(=O)(=O)N(C)C)c2)c2ccccc2)n1,?,6.2%,-23.5%
COc1ccc(C(=O)NC2CCCc3c2cnn3-c2cc(F)cc(F)c2)c(OC)n1 (stereo not drawn),-16.6%,-5.4%,-13.7%
CCOC(=O)c1cc(C(C)(C)C)n(CCCN2CCOCC2)c1C,-25.3%,0.0%,-7.5%
CC(C)CC(=O)N1CCC(O)(CS(=O)(=O)Cc2ccc(Cl)cc2)CC1,-0.8%,2.0%,2.5%
COc1ccc(CN(C)c2nc(-c3cccnc3)nc3ccccc23)cc1OC,.,2.3%,1.7%
COc1ccc(-n2nc(C(=O)Nc3cc(OC)c(OC)c(OC)c3)c(=O)n(C)c2=O)cc1,-27.7%,3.0%,.
Cc1ccc(NC(=O)CN(C)CC(=O)Nc2ccccc2Oc2ccccc2)cc1,-2.8%,0.0%,16.2%

# The list is partial (hit frequency here may not be typical).
